# BL2 CD40 inh: inhibitors of CD40-induced NF-kB signaling, primary screen, BL2 cells, luciferase reporter, single point | CD40L-induced, 4 h | inhibition, % at 10 µM | 0.94% of 83,000 active;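 active = mean inhibition of at least 50% with a set share of replicates also reaching that level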;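 also: 0% = neutral control wells and 100% = IKK inhibitor VII at 50 µM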
# * hit, by the source's call; & = joins results of further samples; [ ] = dose if it differs, or a comment. Some of the compounds tested (hit frequency here may not be typical).
SMILES,BL2 CD40 inh
Cn1nc(C(=O)NCC(c2cccs2)N2CCOCC2)c2ccccc2c1=O (stereo not drawn),-0.7
O=C(CCc1nnc2ccc(NCc3ccccc3)nn12)NC1CCCC1,11.1
COc1cc(C2Nc3ccccc3C(=O)N2c2ccccc2)ccc1O (stereo not drawn),-31.0
Cc1ccc(S(=O)(=O)N(Cc2cccc(C)c2)C(=O)N2CCN(C)CC2)cc1,3.3
COCC#Cc1ccc([C@H]2[C@H]3CN(C(=O)CN4CCOCC4)CC(=O)N3[C@H]2CO)cc1,-25.0[25 µM]
COc1ccccc1-n1cnnc1SCc1csc(-c2ccccc2)n1,1.0
COc1c(C)cc(Br)cc1C(=O)Nc1ccc(Cc2ccncc2)cc1,4.0
CCOC(=O)N1CCC(NC(=O)Cn2cccc2C(=O)c2ccccc2)CC1,7.6
CCCNC(=O)c1nn2cc(Br)cnc2c1Br,4.0
O=C(Cc1ccccc1)Nc1c(C(=O)N2CCCCCC2)cnn1-c1ccccc1,9.9
O=C(Nc1cccc(F)c1)C1CCCN(S(=O)(=O)c2cnc[nH]2)C1 (stereo not drawn),3.4
O=C(c1cccnc1)N1C[C@@H]2N[C@H](C1)C2c1ccc(-c2ccccc2)cc1 (stereo partly drawn),-13.3[25 µM]
O=c1c(Cc2ccc(F)cc2)c(O)ccn1CC1CCCO1 (stereo not drawn),2.2
N#CCSc1nnc(Cc2cccs2)n1C1CCCCC1,3.5
CC(CCc1ccccc1)NC(=O)CNC(=O)COc1ccccc1 (stereo not drawn),6.4
COc1ccc(-c2nc(NC(=O)c3nc4nccc(C)n4n3)sc2C)cc1,2.6
O=C(Cc1coc2cc(O)ccc12)NNC(=O)c1cccs1,-2.7
C[C@@H]1CN([C@H](C)CO)C(=O)c2cc(NS(=O)(=O)c3ccc(F)cc3)ccc2O[C@@H](C)CCCCO[C@@H]1CN(C)S(=O)(=O)c1ccc(F)cc1,14.9
COc1ccc(-n2c(N)c(C(=O)NCc3cccnc3)sc2=S)cc1,11.3
COc1ccc2c3c(n(C)c2c1)[C@@H](CO)N(Cc1cccnc1)CC31CCN(C(=O)NC(C)C)CC1,-9.3[25 µM]

# Brought forward from above: three compounds; new compounds follow.
SMILES,BL2 CD40 inh
C[C@@H]1CN([C@H](C)CO)C(=O)c2cc(NS(=O)(=O)c3ccc(F)cc3)ccc2O[C@@H](C)CCCCO[C@@H]1CN(C)S(=O)(=O)c1ccc(F)cc1,14.9
COc1ccc(-n2c(N)c(C(=O)NCc3cccnc3)sc2=S)cc1,11.3
COc1ccc2c3c(n(C)c2c1)[C@@H](CO)N(Cc1cccnc1)CC31CCN(C(=O)NC(C)C)CC1,-9.3[25 µM]
O=C(c1cc2nc(C3CC3)cc(C(F)(F)F)n2n1)N1CCCC1,-9.9
COc1ccc(-n2c(N3CCN(C)CC3)nc3sc4c(c3c2=O)CCCCC4)cc1,5.5
O=C(COc1ccccc1)Nc1ccccc1C(=O)NCc1ccco1,-43.4
CC1=CC2(C)C(C3C(C)=CC2(C)C(=O)C3(C)O)C(C)(O)C1=O (stereo not drawn),10.2
COCC#Cc1ccc([C@H]2[C@@H](CO)N3CCCCN(C(=O)NC4CCCC4)C[C@H]23)cc1,-3.4[25 µM]
CC(Sc1nnc2n1CCCCC2)C(=O)Nc1ccc(S(N)(=O)=O)cc1 (stereo not drawn),0.8
CCC(=O)N1CC(=O)N2[C@H](CO)[C@@H](c3ccc(-c4ccc(C#N)cc4)cc3)[C@@H]2C1,9.7[25 µM]
COc1ccc2nc3c(cc2c1)c(NC(=O)C1CCCO1)nn3CC(C)C (stereo not drawn),-27.3
CCCCn1c(C(C)NC(=O)COC)nc2ccccc21 (stereo not drawn),-0.4
Cc1ccc(S(=O)(=O)N2CCCC(C(=O)NCC3CCCO3)C2)cc1 (stereo not drawn),-0.9
COC(=O)c1c(NC(=O)COC(=O)Cn2cnc3ccccc32)sc(C)c1C,2.7
CCOC(=O)c1c(C)n(C)c2cc(Br)c(C)cc12,3.6
c1ccc(CCCCNCC2COc3ccccc3O2)cc1 (stereo not drawn),3.0
C=CCOc1ccc(/C=C/C(=O)N2CCCN(S(=O)(=O)c3c(C)noc3C)CC2)cc1,-6.1
COc1ccccc1-c1ccc([C@@H]2[C@H](C#N)N[C@H]2CO)cc1,-28.6[25 µM]
CCCNC(=O)C1(C)CCN(C(=O)c2c(F)ccc(C)c2F)C1 (stereo not drawn),-12.8
CC(C)[C@H](N)c1nnc(SC/C=C/c2ccccc2)o1,4.0
CCCNC(=O)[C@H]1[C@H](CO)[C@H]2Cn3c(ccc(-c4cccc(F)c4)c3=O)[C@@H]1N2C(=O)CC,0.5[25 µM]
Cc1c(C)n(CC(O)CN(CCO)CCO)c2ccccc12 (stereo not drawn),3.2
CC(CC(=O)c1ccccc1)=NCCCN=C(C)CC(=O)c1ccccc1,0.4
CC(C)(C)C(=O)N1CCCC1C(=O)O (stereo not drawn),-0.8
O=C(Cc1ccc2c(c1)OCCO2)N1CCN(c2ccccc2)CC1,-3.5
COc1ccc(C(=O)C2CCN(C(=S)NCC3CCCO3)CC2)cc1 (stereo not drawn),-1.8
CN1CCN(c2ccc(S(=O)(=O)N3CCCCC3)cc2NC(=O)CCc2ccccc2)CC1,9.6
C[C@@H]1CCCCO[C@@H](CN(C)S(=O)(=O)c2ccccc2)[C@@H](C)CN([C@@H](C)CO)C(=O)c2cc(NC(=O)CCCN(C)C)ccc2O1,-5.6
Cc1onc(-c2ccccc2)c1CNS(=O)(=O)c1ccccc1,10.8
CO[C@H]1CN(C)C(=O)c2cccc(C#N)c2OCC[C@H]2CC[C@@H](OC)[C@H](CN(C)C(=O)[C@@H]1C)O2,4.1[25 µM]
CN1C(=O)c2cc(NC(=O)c3cnccn3)ccc2OC[C@H]2O[C@H](CC(=O)NCC3CCCCC3)CC[C@@H]21,-25.9[25 µM]
Cc1ccc(C(=O)NNC(=O)c2ccncc2)cc1S(=O)(=O)N1CCCCC1,-3.1
O=C(Cc1ccc(-n2cccc2)cc1)NCc1cccs1,1.6
C[C@@H]1CN([C@H](C)CO)C(=O)c2cc(C3=CCCC3)cnc2O[C@H]1CN(C)C(=O)Nc1ccc(C(F)(F)F)cc1,1.8[25 µM]
CCc1ccc(C(=O)NNC(=O)c2ccc(OCC(=O)N3CCOCC3)c(OC)c2)cc1,25.0
Cc1ccc(N2N=C(c3ccc(Br)cc3)CCC2=O)cc1,-1.8
O=C(NC1CCCCCCC1)c1ccc2c(c1)N(Cc1ccc(F)cc1)C(=O)CS2=O (stereo not drawn),17.1
CCc1ccc(S(=O)(=O)NCc2csc(-c3ccccc3)n2)s1,17.4
Cc1ccc(S(=O)(=O)CCc2nnc(NC(=O)c3ccco3)s2)cc1,-5.7
CCN(CC)c1ccc(/C=N/NC(=S)NC)c(O)c1,-103.6
CO[C@@H]1CC[C@H]2CCOc3ccc(C#N)cc3C(=O)N(C)[C@H](C)C(=O)N(C)C[C@H]1O2,-1.2[25 µM]
C#CCCCc1nc2ccccc2c(=O)n1N,17.1
CC(OC(=O)c1ccc(Cl)nc1)C(=O)NC1(C#N)CCCCC1 (stereo not drawn),-10.0
CN(C)S(=O)(=O)N1CCC(Oc2ccc(C(=O)NCc3cnn(C)c3)cc2)CC1,6.1
C#CCn1c(S(=O)(=O)Cc2ccc(C)cc2)nc(-c2ccccc2)c1-c1ccccc1,11.2
Clc1cccc(C=NC=Nc2cccc(Cl)c2)c1,-12.5[25 µM]
COC(=O)[C@H]1[C@H](CO)[C@H]2Cn3c(ccc(-c4ccccc4)c3=O)[C@H]2N1Cc1ccccn1,6.5[25 µM]
O=C(C[C@@H]1C[C@H]2c3cc(NC(=O)c4cccnc4)ccc3O[C@H]2[C@H](CO)O1)NC1CCCCC1,-10.0[25 µM]
Cn1c(SCC(=O)NCC2CCCO2)ncc(C(=O)Nc2ccccc2)c1=O (stereo not drawn),40.1
COc1ccc(C(=O)COC(=O)c2nc3nccc(C)n3n2)cc1F,-10.9
Clc1ccc(Cn2nc(-c3ccccc3)nc2-c2ccccc2)cc1,-71.6
Cc1ccc(C(=O)OCC(=O)NC(=O)c2ccccc2)o1,7.0
Cc1cc(=O)n2c(C(=O)Nc3ccc(C)c(C)c3)c(C(=O)Nc3ccccc3)sc2n1,-1.5
C(=C\c1ccc(C2[C@H]3CNC[C@@H]2N3Cc2ccccn2)cc1)/c1ccccc1 (stereo partly drawn),3.2&26.5
CSc1ccc(CNC(=O)C2(C)CCN2C(C)C)cc1 (stereo not drawn),-0.7
O=C(CN1CCCCCC1)NCCN1C(=O)S/C(=C\c2ccccc2Cl)C1=O,-1.6
C/C(=N\NC(=O)COc1cccc(Br)c1)c1ccc2c(c1)OCCO2,-13.9
Cc1ccc2[nH]c3c(c2c1)CCc1cn[nH]c1-3,-37.3
COc1ccc2c(c1)C(=O)CC(c1ccccc1F)O2 (stereo not drawn),-52.3
CCOC(=O)/C=c1/s/c(=C/c2ccc3cc(OC)ccc3c2)c(=O)n1CC(=O)NCc1ccc2c(c1)OCO2,-0.6
CCC(CC)C(=O)N(C)c1c(C)nc2c(OCCOc3ccc(F)cc3)cccn12,0.6
CNS(=O)(=O)c1ccc(C(C)(C)C)cc1,12.6
CCCCNC(=O)Cn1c(=O)n(C)c2ccccc21,3.6

# A draw from above in order of number of heavy atoms, lowest first:
SMILES,BL2 CD40 inh
CNS(=O)(=O)c1ccc(C(C)(C)C)cc1,12.6
Cc1ccc2[nH]c3c(c2c1)CCc1cn[nH]c1-3,-37.3
Clc1cccc(C=NC=Nc2cccc(Cl)c2)c1,-12.5[25 µM]
CCCCNC(=O)Cn1c(=O)n(C)c2ccccc21,3.6
COc1ccc2c(c1)C(=O)CC(c1ccccc1F)O2 (stereo not drawn),-52.3
Cc1ccc(C(=O)OCC(=O)NC(=O)c2ccccc2)o1,7.0
C/C(=N\NC(=O)COc1cccc(Br)c1)c1ccc2c(c1)OCCO2,-13.9
O=C(CN1CCCCCC1)NCCN1C(=O)S/C(=C\c2ccccc2Cl)C1=O,-1.6
CN(C)S(=O)(=O)N1CCC(Oc2ccc(C(=O)NCc3cnn(C)c3)cc2)CC1,6.1
CCC(CC)C(=O)N(C)c1c(C)nc2c(OCCOc3ccc(F)cc3)cccn12,0.6
C#CCn1c(S(=O)(=O)Cc2ccc(C)cc2)nc(-c2ccccc2)c1-c1ccccc1,11.2
COC(=O)[C@H]1[C@H](CO)[C@H]2Cn3c(ccc(-c4ccccc4)c3=O)[C@H]2N1Cc1ccccn1,6.5[25 µM]
O=C(C[C@@H]1C[C@H]2c3cc(NC(=O)c4cccnc4)ccc3O[C@H]2[C@H](CO)O1)NC1CCCCC1,-10.0[25 µM]
CCOC(=O)/C=c1/s/c(=C/c2ccc3cc(OC)ccc3c2)c(=O)n1CC(=O)NCc1ccc2c(c1)OCO2,-0.6

# The list continues:
SMILES,BL2 CD40 inh
CCOc1ccc(NC(=O)COC(=O)c2cc(=O)c3ccccc3o2)cc1,-4.1
O=C(C1CCCCN1S(=O)(=O)c1ccccc1)N1CCCCC1 (stereo not drawn),13.7
O=C(CN1C(=O)NC2(CCCC2)C1=O)Nc1ccccc1-c1ccccc1,6.1
COc1cccc(CN(C)C(=O)C2CCN(S(=O)(=O)c3cccs3)CC2)c1OC,-2.7
CCOC(=O)C1CCCN(CC(=O)N(C)c2c(N)n(Cc3ccccc3)c(=O)[nH]c2=O)C1 (stereo not drawn),9.0
Cc1nc2ccc(C(=O)NCCc3c[nH]c4ccccc34)cn2c1N(C)C(=O)CCc1ccccc1,-0.7
COc1ccc(Cc2noc(CN(C)C3CC(C)(C)NC(C)(C)C3)n2)cc1OC,6.5
O=C(Nc1ccc(S(=O)(=O)N2CCCCC2)cc1)C1CC(=O)N(c2ccccc2)C1 (stereo not drawn),0.9
COc1c(C)cc(C(=O)C2CCCN(S(=O)(=O)c3c(C)noc3C)C2)cc1C (stereo not drawn),32.3
C[C@@H]1CCCCO[C@@H](CN(C)Cc2ccc(C(=O)O)cc2)[C@@H](C)CN([C@H](C)CO)C(=O)c2cc(N(C)C)ccc2O1,-5.1[25 µM]
CCOC(=O)N1CCC(NC(=O)C(Cc2ccccc2)NC(=O)C2CCCCC2)CC1 (stereo not drawn),19.3
CC(C)CC1c2[nH]c3ccccc3c2CCN1C(=O)c1cnccn1 (stereo not drawn),-85.5
O=C(O)c1ccc(CSCc2ccccc2)o1,5.0
CCOc1ccc(C(=O)COC(=O)c2nn(CC)c(=O)c3ccccc23)cc1,6.8
COc1ccc(CN(C)CC(=O)NC(=O)NCc2ccccc2)c(OC)c1,9.9
O=C1CC(c2ccco2)Sc2nc3ccccc3n21 (stereo not drawn),-124.2
Cc1ccc(OCCOCCNC(C)C)c(Br)c1,14.1
Cc1ccc2c(CC(=O)OCc3csc(C)n3)coc2c1,11.5
CCCn1nnc(NC(=O)c2ccc(-c3ccccc3)cc2)n1,-70.1
O=C(O)CSc1c2c(nc3cc(C(=O)N4CCCC4)ccc13)CCCC2,9.2
CN1C(=O)c2cc(NC(=O)C3CC3)ccc2OC[C@@H]2O[C@@H](CC(=O)O)CC[C@@H]21,3.7
O=S(=O)(Cc1cc(-c2ccccc2)no1)c1ccccc1,-89.9
C[C@@H]1CCCCO[C@H](CN(C)C(=O)Nc2ccc3c(c2)OCO3)[C@H](C)CN([C@H](C)CO)C(=O)c2cc(NS(=O)(=O)c3ccc(F)cc3)ccc2O1,8.9[25 µM]
O=C(c1ccc(F)cc1)N1[C@@H](CO)[C@@H]2c3ccccc3NC[C@@H]21,-5.2[25 µM]
O=C(c1ccc(F)cc1)N1CC[C@@H]2[C@@H](CO)Nc3ccc(-c4ccccc4F)cc3[C@@H]21,-10.8[25 µM]
CC(=O)C(C)Oc1ccc(Cc2ncc(C(F)(F)F)cc2Cl)cc1 (stereo not drawn),-9.6
O=C(Nc1ccccc1N1CCOCC1)c1cc(Cl)c2c(c1)OCO2,13.6
OC(CCN1CCC2(CC1)OCCO2)C(F)(F)F (stereo not drawn),11.5
COc1ccc(CCNC(=O)CCN2C(=O)COc3ccccc32)cc1OC,1.4
O=C(Nc1ccc(CN2CCOCC2)cc1)c1ccc2ccccc2c1,-63.5
C=C(C)CNC(=S)N/N=C/c1ccc(NC(C)=O)cc1,13.6
Cc1ccc(S(=O)(=O)CCC(=O)OCc2ccc(S(=O)(=O)C(C)C)cc2)cc1,7.1
Cn1c(=O)[nH]c(=O)c2c1nc1n2CC(COc2ccc3ccccc3c2)O1 (stereo not drawn),-2.6
CC1C=CC(C)C(C(=O)O)C1C(=O)O (stereo not drawn),5.7
CCOC(=O)c1sc(NC(=O)CN2CCCC2)c(C(=O)OCC)c1C,-0.4

# Assay outcomes (PubChem BioAssay)
